# High-throughput results: PubChem, Southern Research Specialized Biocontainment Screening Center
# influenza NS1A: H1N1 influenza NS1A inhibitors, functional cell based assay (AID 504329). NS1A functional cell-based assay, percent inhibition; higher % means a stronger effect. one-dose inhibition, % at 12.5 µM; IC50 in µM for titrated hits. 0.3% of 340,000 active; in the data active = a potency from the dose series; inconclusive = inhibition above about 27% without an active follow-up result; note: strong numbers were not always called active
# M. tuberculosis HTS: M. tuberculosis growth inhibition, HTS (AID 449762); M. tuberculosis H37Rv growth inhibition, 7H9 media; higher % means a stronger effect; inhibition, % at 25 µM, or IC50 in µM where a hit was titrated; 0.59% of 330,000 active; in the data active = a potency from the dose series; inconclusive = inhibition above about 70% without an active follow-up result;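 note: bacterial growth assessed after seven days of incubation; strong numbers were not always called active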
# VEEV TC-83 Vero: inhibitors of VEEV TC-83 cytopathic effect, confirmation, Vero cells (AID 588727); Vero cells, VEEV TC-83 cytopathic effect inhibition; higher % means a stronger effect; one-dose inhibition, % at 20 µM; IC50 in µM for titrated hits; 0.13% of 350,000 active; in the data active = a potency from the dose series; inconclusive = inhibition mostly from about 14% at the one dose, without a potency; inactive = the rest, 99 in 100 with inhibition below about 12%; note: strong numbers were not always called active
# tuberculosis growth: growth inhibition of non-replicating M. tuberculosis (AID 488890) | Mycobacterium tuberculosis non-replicating, growth inhibition; higher % means a stronger effect | inhibition, % at 25 µM; hits with a dose series show IC50 in µM | 0.39% of 320,000 active; in the data active = a potency from the dose series; inconclusive = inhibition mostly from about 82% at the one dose, without a potency; inactive = the rest, 99 in 100 with inhibition below about 76%;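 note: plate controls were DMSO cells for no effect and high antibiotic wells for full effect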
# PhoP GFP inhibition: PhoP regulon inhibitors, Salmonella typhi PhoP promoter GFP reporter, confirmatory (AID 1850); inhibition, % at 50 µM, or IC50 in µM where a hit was titrated; 0.33% of 310,000 active; Salmonella Typhi PhoP-promoter GFP reporter, fluorescence, 4 h; higher % means a stronger effect; in the data active = a potency from the dose series; inconclusive = inhibition mostly from about 25% at the one dose, without a potency; inactive = the rest, 99 in 100 with inhibition below about 19%;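 note: 0% = induced wells with vehicle and 100% = uninduced wells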
# The depositor's hits bear a star; i = inactive; ? = inconclusive; / = not tested or not shown.
# Each structure is followed by: influenza NS1A | M. tuberculosis HTS | VEEV TC-83 Vero | tuberculosis growth | PhoP GFP inhibition
> Cc1ccc(CNC(=O)COc2ccc(C)nc2[N+](=O)[O-])cc1
 : -6% | -4% | 0.1% | -15% | -1%
> CCOC(=O)CC1C(=O)NCCN1C(=O)Nc1ccc(Cl)cc1 (stereo unspecified)
 : 0% | 3% | 1.4% | -17% | 6%
> CCS(=O)(=O)c1nc(S(=O)(=O)c2ccc(Cl)cc2)c(N2CCC(C(N)=O)CC2)s1
 : 5% | -1% | 5.6% | -5% | -11%
> COc1cc2c(C)nc3c(c(C)nn3-c3ccccc3)c2cc1OC
 : -1% | -5% | 1.5% | -18% | -6%
> O=C(C1=C(O)C(=O)N(CCCN2CCOCC2)C1c1ccccn1)c1cc2ccccc2o1 (stereo unspecified)
 : -1% | -16% | i | -23% | 1%
> O=C(NC(=S)Nc1ccc2oc(=O)ccc2c1)c1ccccc1F
 : / | -5% | 0.8% | -8% | 6%
> CCn1c2ccccc2c2cc(CN3CCN(S(=O)(=O)CC)CC3)ccc21
 : / | 10% | / | 17% | -3%
> O=C1CC(c2ccccc2)CN1S(=O)(=O)c1ccccc1 (stereo unspecified)
 : 3% | 1% | 2.3% | -1% | -8%
> O=C(c1ccc(Cl)cc1)N(Cc1ccco1)C1CCS(=O)(=O)C1 (stereo unspecified)
 : 0% | -12% | 0.3% | -33% | -3%
> O=C(N/N=C/c1c(O)n(C2CCCCC2)c(=S)[nH]c1=O)c1ccccc1O
 : -5% | -2% | 2.8% | 5% | -19%
> Cc1ccc(Cl)cc1NC(=S)N(Cc1cccnc1)Cc1ccccc1Cl
 : -5% | 0% | 6.5% | 4% | 1%
> COc1cc(C2(c3ccc(O)c(OC)c3)C(=O)N(C)c3ccc(Br)cc32)ccc1O
 : 11% | -2% | 0.9% | 17% | 18%
> O=C(O)C1C2C=CC3(CN(Cc4ccccn4)C(=O)C13)O2 (stereo unspecified)
 : 3% | -10% | 2.1% | 2% | -6%
> CCN(CC)S(=O)(=O)c1ccc(Cl)c(C(=O)Nc2ccc(Cl)cc2[N+](=O)[O-])c1
 : 1% | -5% | i | 1% | -8%
> COCCCNC(=S)NNC(=O)c1ccc(C(C)(C)C)cc1
 : -2% | 1% | 1.3% | -10% | 5%
> CCOC(=O)c1ccccc1NC(=O)/C=C/c1cc(OC)c(OC)c(OC)c1
 : -5% | -11% | 7.2% | 0% | 2%
> Cc1ccc(OC(=O)CCC(=O)Nc2ccc(C(N)=O)cc2)cc1
 : -1% | 4% | 1.9% | 11% | 0%
> CN(C(=O)c1ccncc1)C1CCCCC1
 : -4% | -7% | i | 2% | 5%
> S=C(NCCc1ccccc1)Nc1ccc(Nc2ccccc2)cc1
 : 15% | ? | 1.8% | ? | -3%
> Clc1ncccc1-c1nc2ccccc2s1
 : -24% | -4% | 4.4% | -15% | 1%
> CCOc1ccc(OCC)c(S(=O)(=O)NC2CC(C)(C)NC(C)(C)C2)c1
 : 8% | 3% | 0.7% | -1% | -7%
> CCC(C)C(=O)N1c2ccccc2C(=C2SC(C(=O)OC)=C(C(=O)OC)S2)C(=S)C1(C)C (stereo unspecified)
 : 18µM* | -2% | 24% | 46% | 2%
> CCOC(=O)Cc1csc(SCC(=O)/C(C#N)=C(\C)N)n1
 : 4% | 0% | 0.1% | -8% | 2%
> CCOC(=O)C1CCCN(Cc2nc(N)nc(Nc3ccccc3OC)n2)C1 (stereo unspecified)
 : -17% | 5% | 0.7% | 41% | -13%
> COc1ccc(N(CC(=O)NCc2ccc(Cl)cc2)S(=O)(=O)c2c(C)n[nH]c2C)cc1
 : -1% | 4% | 3.9% | 24% | 8%
> CC(C)(C)c1ccc(S(=O)(=O)NCC(=O)N2CCN(Cc3ccccc3)CC2)cc1
 : -7% | -3% | 1.3% | -2% | -5%
> CCCN1CCC2(CC1)NC(CO)(CO)CO2
 : -41% | 4% | 2.3% | -9% | 7%
> COc1ccc(/C=N/NC(=O)c2ccccc2O)cc1Cn1cc([N+](=O)[O-])cn1
 : 2% | 2% | 0.8% | 9% | 0%
> COc1cccc2sc(N(CCN(C)C)C(=O)/C=C/c3cccs3)nc12
 : -2% | 9% | ? | 26% | 2%
> CCOC(=O)c1cc(-c2ccccc2)n(CCC(=O)N2CCN(c3ccc(OC)cc3)CC2)c1C
 : 12% | 2% | 0.1% | 42% | -1%
> CCCCN(C)C(=O)C1CCN(Cc2ccccn2)CC1
 : 14% | 1% | 1.4% | -3% | -1%
> Cc1ccccc1Nc1nc(N)nc(COC(=O)CCS(=O)(=O)c2ccc(Cl)cc2)n1
 : 5% | / | 6.1% | / | /
> COc1ccc(/C=C/C(=O)c2ccc(OC)cc2OC)cc1
 : 1% | 58% | 8.4% | 54% | 13%
> CC(c1n[nH]c(=S)n1-c1ccccc1)N1CCCCC1 (stereo unspecified)
 : / | 0% | 1.0% | 26% | -9%
> Clc1ccccc1C1=CC(c2ccco2)n2nnnc2N1 (stereo unspecified)
 : -5% | -6% | 1.6% | 17% | 5%
> CCOC(=O)c1cnc2c(Cl)cc(Cl)cc2c1NCCCN1CCOCC1
 : -21% | 2% | 0.8% | 57% | -1%
> Cn1c(=O)[nH]c(=O)c2c1nc(OC(=O)c1ccccc1)n2CC(O)COc1ccccc1 (stereo unspecified)
 : -17% | 1% | 2.3% | -12% | -2%
> CCOC(=O)c1cccc(NC(=O)CCn2c(=O)oc3ccccc32)c1
 : 2% | 0% | 1.0% | 3% | 5%
> Cc1cccc(C)c1N1CCN(c2n[nH]c(N)n2)CC1
 : 1% | -3% | 1.6% | -2% | 8%
> O=C(Cn1ccc(NC(=O)OCc2ccccc2)nc1=O)NCC1CCCO1 (stereo unspecified)
 : -3% | -11% | 1.7% | -19% | /

# Some of these compounds in order of heavy-atom count, rising:
# Each structure is followed by: influenza NS1A | M. tuberculosis HTS | VEEV TC-83 Vero | tuberculosis growth | PhoP GFP inhibition
> Clc1ccccc1C1=CC(c2ccco2)n2nnnc2N1 (stereo unspecified)
 : -5% | -6% | 1.6% | 17% | 5%
> CC(C)(C)c1ccc(S(=O)(=O)NCC(=O)N2CCN(Cc3ccccc3)CC2)cc1
 : -7% | -3% | 1.3% | -2% | -5%
> CCC(C)C(=O)N1c2ccccc2C(=C2SC(C(=O)OC)=C(C(=O)OC)S2)C(=S)C1(C)C (stereo unspecified)
 : 18µM* | -2% | 24% | 46% | 2%
> CCOC(=O)c1cc(-c2ccccc2)n(CCC(=O)N2CCN(c3ccc(OC)cc3)CC2)c1C
 : 12% | 2% | 0.1% | 42% | -1%

# A different layout for two compounds above:
canonical_smiles: CCN(CC)S(=O)(=O)c1ccc(Cl)c(C(=O)Nc2ccc(Cl)cc2[N+](=O)[O-])c1
- influenza NS1A = 1%
- M. tuberculosis HTS = -5%
- VEEV TC-83 Vero = i
- tuberculosis growth = 1%
- PhoP GFP inhibition = -8%
canonical_smiles: COc1cc2c(C)nc3c(c(C)nn3-c3ccccc3)c2cc1OC
- influenza NS1A = -1%
- M. tuberculosis HTS = -5%
- VEEV TC-83 Vero = 1.5%
- tuberculosis growth = -18%
- PhoP GFP inhibition = -6%

# (list continues)
SMILES	influenza NS1A	M. tuberculosis HTS	VEEV TC-83 Vero	tuberculosis growth	PhoP GFP inhibition
COC(=O)CN(C#N)c1nc(NC(C)C)nc(NC(C)C)n1	7%	7%	0.4%	53%	-12%
Nc1c2c(nn1-c1ccc(F)cc1)CSC2	2%	5%	2.4%	-1%	-39%
Cn1c2ccccc2n2c(=O)c(Cl)c(-c3ccccc3)c(C#N)c12	-1%	6%	1.7%	3%	-2%
COc1ccc(C(=O)Nc2ccc3c(c2)Cc2ccccc2-3)cc1	-14%	0%	0.4%	-14%	-5%
COc1cc(NC(=O)C2C3C=CC(C3)C2C(=O)O)c(OC)cc1Cl (stereo unspecified)	-2%	-3%	0.1%	5%	2%
Cc1oc(-c2ccc3c(c2)OCCO3)cc1C(=O)NC(CCC(=O)O)C(=O)O (stereo unspecified)	1%	-15%	0.7%	2%	-11%
COc1cccc(C(=O)Nc2cccc(C(=O)NC3=NN(c4c(Cl)cc(Cl)cc4Cl)C(=O)C3)c2)c1	-3%	-3%	2.7%	5%	13%
CCOc1ccccc1NC(=O)NC1(C(=O)NCC2CCCO2)CCCCC1 (stereo unspecified)	-5%	1%	i	-9%	-12%
COc1cc(NS(=O)(=O)c2ccc(NC(=O)c3ccc(C)o3)cc2)nc(OC)n1	-9%	-2%	1.1%	-7%	0%
CSC1=C(C#N)C(C)C2=C(CC(C)(C)CC2=O)N1 (stereo unspecified)	-1%	-2%	1.5%	0%	6%
Cc1nnc(N2CCC(C(=O)NC3CCC(C)CC3)CC2)c2nn(-c3ccc(Cl)cc3)c(C)c12 (stereo unspecified)	14%	6%	1.2%	19%	-23%
COc1cccc(CN2CCN(C(=O)c3ccco3)CC2)c1	-32%	-6%	i	2%	0%
COc1ccc(C2CC(c3ccccc3OC(C)=O)=NN2C(C)=O)cc1 (stereo unspecified)	-7%	2%	8.4%	4%	9%
Cc1ccc(C)c(NS(=O)(=O)c2ccc3c(c2)NC(=O)CO3)c1	-1%	-5%	i	1%	6%
O=C1/C(=C\c2ccc(Br)o2)Cc2ccccc21	3%	-4%	0.3%	50%	-7%
Cc1[nH]c2ccccc2c1CCNC(=O)c1ccc2nccnc2c1	-2%	-2%	6.5%	1%	-6%
Oc1ccc(Nc2ncnc3scc(-c4ccccc4)c23)cc1	12%	-13%	0.4%	-5%	-5%
COc1ccc([C@H]2CC(=O)C=C(c3cc4ccccc4c4ccccc34)C2)cc1	-2%	-1%	0.1%	-10%	/
O=C(N/C(=C\c1ccc(Br)cc1)C(=O)N1CCOCC1)c1ccccc1Cl	-5%	-14%	7.5%	-9%	-6%
C=CCNC(=S)NCCCCC1NC(=S)N(CC=C)C1=O (stereo unspecified)	-4%	-4%	i	0%	-9%
O=C(Nc1cc(C(F)(F)F)ccc1-n1cncn1)c1ccc(F)cc1Cl	-6%	-9%	i	3%	/
O=S(=O)(NN=Cc1ccc(O)cc1O)c1cc(Cl)c(Cl)cc1Cl	-4%	/	1.7%	/	/
COc1cccc(C(=O)NNC(=O)Cc2cccs2)c1	0%	-11%	1.5%	5%	3%
CCN(CCO)C(=O)C(c1ccccc1)c1ccccc1	-8%	-2%	0.2%	-7%	-9%
COc1cccc(OC)c1C(=O)Nc1ccc2c(c1)CCCN2S(=O)(=O)c1ccc(C)cc1	0%	2%	3.4%	-4%	4%
CCOc1ccc(S(=O)(=O)NCCC(=O)NC2CCC(C)CC2)cc1 (stereo unspecified)	-22%	9%	0.9%	18%	/
COc1ccc(NC(=O)CCCn2nc(C)c3c(C)n(-c4ccccc4)nc3c2=O)cc1	-3%	-2%	1.0%	-12%	7%
COc1ccc(NC(=O)CSc2nnnn2-c2ccc(OC)cc2)cc1	12%	-1%	0.4%	21%	5%

# By substructure, the compounds so far containing a furan ring, fused or not.
SMILES	influenza NS1A	M. tuberculosis HTS	VEEV TC-83 Vero	tuberculosis growth	PhoP GFP inhibition
O=C(C1=C(O)C(=O)N(CCCN2CCOCC2)C1c1ccccn1)c1cc2ccccc2o1 (stereo unspecified)	-1%	-16%	i	-23%	1%
O=C(c1ccc(Cl)cc1)N(Cc1ccco1)C1CCS(=O)(=O)C1 (stereo unspecified)	0%	-12%	0.3%	-33%	-3%
Clc1ccccc1C1=CC(c2ccco2)n2nnnc2N1 (stereo unspecified)	-5%	-6%	1.6%	17%	5%
Cc1oc(-c2ccc3c(c2)OCCO3)cc1C(=O)NC(CCC(=O)O)C(=O)O (stereo unspecified)	1%	-15%	0.7%	2%	-11%
COc1cc(NS(=O)(=O)c2ccc(NC(=O)c3ccc(C)o3)cc2)nc(OC)n1	-9%	-2%	1.1%	-7%	0%
COc1cccc(CN2CCN(C(=O)c3ccco3)CC2)c1	-32%	-6%	i	2%	0%
O=C1/C(=C\c2ccc(Br)o2)Cc2ccccc21	3%	-4%	0.3%	50%	-7%
